Source: PubChem BioAssay (several laboratories)
IDE inh: inhibitors of human insulin-degrading enzyme in cells. P14735. HEK cells, FAbetaB cleavage, fluorescence polarization. inhibition, % at 5.59 µM. actives 0.41% (n = 320,000). AID 434962;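 active means percent inhibition above the average of all tested compounds plus 3 SD, set per screening campaign, cut at about 16% in these data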;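 further: IDE supplied by intact live HEK cells; FP after avidin binding of uncleaved biotin substrate so inhibition keeps polarization high; 0% = DMSO wells and 100% = 60 µM reference IDE inhibitor Ii1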
pCIP destab: lowers stability of the mouse p/CIP coactivator protein | F442A p/CIP-EGFP cells, EGFP fluorescence, 16 h | decrease of EGFP signal, % at 10 µM | actives 0.01% (n = 290,000) | AID 1984;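 active means EGFP signal decrease of at least 30% at 10 µM or well 3 SD below plate mean, unless failing retest; inactive means the rest, including hits failing retest or dose response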; further: some compounds called inactive have numbers as strong as hits; many of its hits are not listed in these tables
Target sequence (Q05BA5 1-1403): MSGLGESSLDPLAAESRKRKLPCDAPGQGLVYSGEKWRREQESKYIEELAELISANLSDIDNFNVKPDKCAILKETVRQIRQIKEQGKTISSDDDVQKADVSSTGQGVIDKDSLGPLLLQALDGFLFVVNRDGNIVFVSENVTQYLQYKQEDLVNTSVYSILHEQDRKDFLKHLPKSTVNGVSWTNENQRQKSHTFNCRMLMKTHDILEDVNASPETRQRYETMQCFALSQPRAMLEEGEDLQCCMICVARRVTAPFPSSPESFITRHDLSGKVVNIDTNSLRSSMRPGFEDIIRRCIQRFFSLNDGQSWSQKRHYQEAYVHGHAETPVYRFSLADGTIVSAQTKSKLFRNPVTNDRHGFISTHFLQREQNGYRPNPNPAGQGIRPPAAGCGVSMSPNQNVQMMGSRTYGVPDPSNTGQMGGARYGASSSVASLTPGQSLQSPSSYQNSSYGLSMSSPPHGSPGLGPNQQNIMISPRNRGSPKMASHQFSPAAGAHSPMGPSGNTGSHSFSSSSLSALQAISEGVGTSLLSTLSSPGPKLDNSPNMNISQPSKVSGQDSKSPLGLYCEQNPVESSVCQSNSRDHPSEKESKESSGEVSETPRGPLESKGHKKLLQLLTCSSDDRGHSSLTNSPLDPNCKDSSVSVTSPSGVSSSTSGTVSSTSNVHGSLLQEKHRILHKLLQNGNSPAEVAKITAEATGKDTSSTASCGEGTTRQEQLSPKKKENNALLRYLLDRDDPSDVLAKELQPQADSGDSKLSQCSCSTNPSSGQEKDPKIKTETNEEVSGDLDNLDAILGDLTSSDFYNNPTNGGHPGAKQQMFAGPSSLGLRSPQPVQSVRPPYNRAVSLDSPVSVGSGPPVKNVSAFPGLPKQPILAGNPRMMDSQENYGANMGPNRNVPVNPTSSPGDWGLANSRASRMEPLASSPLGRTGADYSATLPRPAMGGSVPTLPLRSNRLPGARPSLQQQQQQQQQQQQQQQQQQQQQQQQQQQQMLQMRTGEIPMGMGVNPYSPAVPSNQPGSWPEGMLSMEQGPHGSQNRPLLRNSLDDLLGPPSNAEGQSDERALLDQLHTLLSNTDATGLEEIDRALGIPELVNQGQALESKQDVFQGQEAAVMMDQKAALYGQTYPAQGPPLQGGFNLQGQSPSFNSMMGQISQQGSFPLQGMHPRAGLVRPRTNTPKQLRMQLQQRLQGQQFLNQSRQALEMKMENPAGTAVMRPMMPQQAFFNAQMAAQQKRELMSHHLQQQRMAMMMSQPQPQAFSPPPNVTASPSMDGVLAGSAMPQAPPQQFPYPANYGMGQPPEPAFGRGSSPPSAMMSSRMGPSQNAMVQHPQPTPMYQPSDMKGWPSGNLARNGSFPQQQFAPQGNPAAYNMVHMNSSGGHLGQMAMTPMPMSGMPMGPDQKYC
GalR3 antag: antagonists of human GalR3. inhibition, % at 3 µM. actives 0.44% (n = 360,000). AID 651719. HEK293 GalR3-CNG cAMP membrane potential fluorescence; galR3 body fused to GalR1 C-terminus;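 active means inhibition above the screen-wide average plus 3 SD, cut at about 13% in these data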;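 further: forskolin and galanin both at EC90 stimulate the cells; cAMP rise reported by CNG channel membrane potential dye signal; 0% = forskolin plus galanin with DMSO and 100% = forskolin alone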
UBC9 SUMO inh: blocks human SUMOylation mediated by UBC9. actives 0.36% (n = 290,000). inhibition, % at 35 µM. HTRF SUMOylation assay, SAE1/SAE2 + UBC9, in vitro; in the data active means inhibition above about 50%, passing the limit was not always enough; further: strong numbers were not always called active
CRFR2-BP antag: CRF-BP/CRF-R2 complex antagonism. HEK293 CRF-R2/CRF-BP, CRF-induced calcium fluorescence. inhibition, % at 11.8 µM. actives 0.59% (n = 350,000);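 active means inhibition of the ligand-induced calcium signal above about 50% at the single tested concentration, limit read from the data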
HCV NS3 hel inh: HCV NS3 helicase inhibition. NS3 helicase DNA unwinding, Cy5 molecular beacon fluorescence. inhibition, % at 10.9 µM. actives 0.56% (n = 290,000);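 active means inhibition above the mean of all tested compounds plus 3 SD, set per campaign, cut at about 35% in these data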;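 further: 0% = DMSO wells and 100% = thioflavine S control wells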
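Control set: DMSO versus 110 µM thioflavine S; Material: NS3 helicase fragment of HCV; Measured by: Cy5 fluorescence at 0 and 60 min, beacon hairpin quenching; Read-out basis: percent inhibition from t60/t0 fluorescence ratio; Times: reaction time 60 min, 25 °C; Repeats: single replicate; Compound dosing: single dose, 10.9 µM nominal final, DMSO 0.8% final.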
IDE act: boosts human insulin-degrading enzyme activity in HEK cells; actives 0.073% (n = 340,000); activation, % at 5.96 µM; P14735; FAbeta-B cleavage, fluorescence polarization; 0% vehicle, 100% cell-free pure enzyme wells;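 active means activation above the mean of all tested compounds plus 3 SD, set per screening campaign, cut at about 17% in these data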
VIM-2 inh: inhibitors of Pseudomonas aeruginosa VIM-2 metallo-beta-lactamase; actives 0.89% (n = 290,000); AID 1527; inhibition, % at 5.6 µM; purified VIM-2, nitrocefin hydrolysis, epi-absorbance fluorescence;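 active means inhibition above the mean of all tested compounds plus 3 SD, cutoff set per screening run, cut at about 7.5% in these data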;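 further: red hydrolysis product quenches plate fluorescence so inhibitors raise well fluorescence; 0% = enzyme with DMSO and 100% = DMSO without enzyme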
IMP-1 inh: inhibitors of Pseudomonas aeruginosa IMP-1 metallo-beta-lactamase. actives 0.45% (n = 290,000). purified IMP-1, nitrocefin hydrolysis, epi-absorbance fluorescence. inhibition, % at 5.6 µM. AID 1556;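 active means inhibition above the mean plus 3 SD of all compounds in the same screening run, cut at about 4.5% in these data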;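 further: 0% = IMP-1 with DMSO and 100% = DMSO wells lacking enzyme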
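System: Purified recombinant IMP-1 metallo-beta-lactamase enzyme | Measured by: Fluorescence quenching readout, ex 480/em 530 nm | Replication: Singlicate | Incubation: 15 min preincubation plus 25 min reaction at 25 °C | Evaluation: Percent inhibition from optical density relative to buffer-blank wells | Benchmarks: DMSO with and without IMP-1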
Starred values were filed as active, the others as inactive; / = no result given.

SMILES	IDE inh	pCIP destab	GalR3 antag	UBC9 SUMO inh	CRFR2-BP antag	HCV NS3 hel inh	IDE act	VIM-2 inh	IMP-1 inh
C=CCn1c(-c2cc(OC)c(OC)c(OC)c2)n[nH]c1=S	-2	-2	/	14	10	-4	1	-1.6	-2.1
O=C(CCSCc1ccccc1)Nc1ccc2c(c1)OCCO2	-7	-10	-7	2	7	6	2	-1.4	-2.9
N#CCCN1CCN(S(=O)(=O)c2ccc(S(=O)(=O)NC3CCCCC3)cc2)CC1	-1	-9	3	-1	7	-2	1	-2.4	-2.6
Cc1ccc(NNC(=O)C(O)(c2cccc(C(F)(F)F)c2)c2cccc(C(F)(F)F)c2)cc1	-6	-3	-7	-15	-8	4	8	-0.9	-0.5
Cn1c(=O)c2c(ncn2CC(=O)OCC(=O)Nc2ccc(Cl)cc2Cl)n(C)c1=O	4	5	-3	-18	-19	-6	2	-1.1	-2.4
Cc1ccc(NC(=O)CCc2nnc3ccc(N4CCC5(CC4)OCCO5)nn23)nc1	-1	-6	2	/	-13	8	-4	-2.4	-1.0
Cc1csc(NC(=O)c2oc3ccccc3c2C)n1	-7	/	-2	/	-18	/	0	/	/
Cc1cccc(C(C)C)c1-n1nnnc1-c1ccccc1	-1	-3	-8	-5	54*	-8	6	-2.0	-2.2
COCCn1c(C)cc(C(=O)CSc2nnc(-c3cccnc3)n2-c2ccccc2F)c1C	6	2	5	-8	27	13	-11	0.3	-2.9
Clc1ccc(C2C3=C(Nc4ncnn42)c2ccccc2CC3)cc1 (centres undefined)	6	-6	/	9	/	-3	/	-2.5	-1.3
COc1ccc(-c2sc(Nc3ccccc3)n[n+]2-c2ccc(F)cc2)c(OC)c1OC	-7	-8	-6	7	3	-15	3	-4.8	-4.1
Nn1cnnc1N/N=C/c1cc([N+](=O)[O-])c(Cl)cc1Cl	-4	-15	-1	22	6	-4	5	0.9	-4.8
CC(=O)Nc1ccc(NC(C)=C(C#N)C#N)cc1	3	0	0	-2	7	2	4	-2.0	-1.7
O=C(NCc1ccncc1)C(=O)NCC(c1ccco1)N1CCN(c2ccccc2)CC1 (centres undefined)	9	-10	-3	-1	8	-5	0	-0.8	-1.2
CN1C(=O)C(CCC(N)=O)NC1=S (centres undefined)	10	-4	-4	7	0	-7	0	0.2	-4.2
CN(C)c1oc(-c2ccc(Cl)cc2)nc1S(=O)(=O)c1ccccc1	4	-3	1	-4	5	1	-1	-3.6	-3.5
C=C(C)c1ccc(C(C)(C)NC(=O)N(Cc2ccccc2)Cc2ccco2)cc1	2	2	-9	-5	42	-5	7	-0.2	-1.2
NC(=O)C1=C[C@@H](C2CCCCC2)C[C@@H](OCCCCO)O1	0	-1	-2	-1	-5	13	-2	-0.6	-0.7
COc1ccc(C(=O)NC2CC(C)(C)Cc3c2cnn3-c2ccccc2C)c(OC)c1OC (centres undefined)	2	-11	0	-3	15	-11	6	0.0	-1.2
CCOC(=O)c1[nH]c2ccc(Br)cc2c1NC(=O)CNC	0	1	-5	4	1	1	7	-2.9	-3.4
O=c1ccc(-c2ccc(S(=O)(=O)NCc3cccc(Br)c3)s2)n[nH]1	7	-16	1	13	21	1	5	-1.2	-4.7
N#CC1(c2ccccc2)CCC(NCCc2ccccc2)CC1 (centres undefined)	-2	-2	-14	-6	-2	-35	0	0.4	2.9
O=C(Cn1nc(CNc2ccc(Cl)cc2)[n+]2c1CCCCC2)c1ccc(Cl)cc1	-3	-12	-2	-5	44	-66	-2	-3.8	-2.5
CC(=O)OCCC(C)C	9	/	-6	/	4	/	6	/	/
O=C(CCS(=O)(=O)c1cccs1)Nc1ccc(C(=O)NCc2ccc(F)cc2)cc1	-1	-6	2	12	-1	-5	6	-1.8	-2.3
Next section:
SMILES	IDE inh	pCIP destab	GalR3 antag	UBC9 SUMO inh	CRFR2-BP antag	HCV NS3 hel inh	IDE act	VIM-2 inh	IMP-1 inh
CC(C)(C)c1ccc(S(=O)(=O)Nc2ccc3c(c2)COC3=O)cc1	4	-3	-5	26	-5	8	3	-0.9	-1.5
CCn1nnc(NC(=O)c2ccccc2Br)n1	-5	0	-7	-2	8	4	6	-1.9	-5.4
Cc1ccccc1CN1CCN(C(=O)c2ccc(F)cc2)CC1	/	3	-9	-7	-13	2	-3	-0.3	-0.3
CC1CCN(C(=O)CSc2nnc(CNc3ccc(F)cc3)n2Cc2ccco2)CC1	1	-4	-5	16	9	7	2	-1.5	-0.2
CNC(=O)CS(=O)(=O)CC(=O)Nc1cc(OCCOC)c(Cl)cc1Cl	0	4	5	12	-13	-2	/	-2.7	-2.0
O=C(COC(=O)/C=C/c1ccc(C(F)(F)F)cc1)NCC1CCCO1 (centres undefined)	3	/	-4	/	3	/	-1	/	/
CC1(C)CC(=O)C=C(c2cccc(O)c2)C1=O	-1	/	-6	/	4	/	-3	/	/
C=CCN1C(=O)c2ccc(C(=O)NCCc3ccc(OC)c(OC)c3)cc2C1=O	3	3	-3	6	0	-6	4	-2.8	-3.3
CC1=C(C(N)=O)C(c2ccccn2)n2nc(-c3ccccc3Cl)nc2N1 (centres undefined)	/	4	-1	-8	9	4	4	-4.0	-3.8
Cc1nc(-c2ccc(C(=O)Nc3cc(S(N)(=O)=O)ccc3C)cc2)cs1	3	7	-9	20	9	7	-7	-0.4	-1.5
CC(=O)Nc1sc2c(c1C(c1ccccn1)N1CCN(C)CC1)CCCC2 (centres undefined)	-4	-7	-4	-3	12	-2	5	-3.4	-3.4
COc1cc(Nc2nc3ccccc3nc2NS(=O)(=O)c2ccc([N+](=O)[O-])cc2)cc(OC)c1OC	0	3	2	-33	6	-23	6	-3.7	-3.1
Cc1ccc(S(=O)(=O)N2CCC[C@H]2C(=O)Nc2ccccc2C)cc1	2	/	-5	/	-23	/	-2	/	/
C#CCOCCOCCOCCNc1nc(N2CCN(C(=O)Cn3cc(CCCN=C(N)N)nn3)CC2)nc(N2CCN(C(=O)[C@H]([C@@H](C)CC)n3cc(CCC(=O)O)nn3)CC2)n1	3	2	-7	-7	-6	-13	2	-2.8	-3.6
O=C(c1ccc(Cl)c(S(=O)(=O)N2CCCCCC2)c1)N1CCCC1	-9	0	-8	8	-6	-2	4	-0.5	-1.8
O=c1c2cccnc2[nH]c(=S)n1CCC1=CCCCC1	4	2	-6	8	-2	14	7	1.5	-0.6
COc1ccc(N2C(=O)NC(=O)C2=O)cc1	6	-16	-10	18	5	10	3	-0.6	-3.7
COc1cc(/C=N/N=C2/NC(=O)C(c3ccccc3)S2)ccc1O (centres undefined)	-2	-3	-10	-3	-2	24	7	-4.6	-3.9
Cc1ccc(NC(=O)CCc2nnc3ccc(N4CCC5(CC4)OCCO5)nn23)cc1F	9	14	3	7	5	0	2	-5.1	0.3
Oc1oc(-c2ccc(Br)cc2)nc1/C=N/c1ccccn1	-2	-1	-2	12	22	2	-1	-1.7	-1.0
CCc1ccc(NC(=O)c2noc(C(C)C)c2[N+](=O)[O-])cc1	1	-8	-3	12	-2	2	0	-3.2	-1.8
O=[N+]([O-])c1cccc(C(O)C23CN4CN(CN(C4)C2)C3)c1 (centres undefined)	0	-7	-6	22	-13	2	7	-0.1	-0.3
Cc1ccc(C(=O)NCC(=O)NNC(=O)CN(C)S(=O)(=O)c2ccc(Cl)cc2)s1	7	/	4	/	1	/	0	/	/
CCN(CC(=O)Nc1c(F)cccc1F)C(=O)COc1cccc2c1OC(C)(C)C2	8	/	-3	/	21	/	2	/	/
COC(=O)c1sccc1NC(=S)N1CCN(c2ccc(F)cc2)CC1	2	5	2	-7	11	-2	-2	-3.5	-2.8

Two entries drawn at random from the list so far:
SMILES	IDE inh	pCIP destab	GalR3 antag	UBC9 SUMO inh	CRFR2-BP antag	HCV NS3 hel inh	IDE act	VIM-2 inh	IMP-1 inh
O=c1c2cccnc2[nH]c(=S)n1CCC1=CCCCC1	4	2	-6	8	-2	14	7	1.5	-0.6
Cc1ccc(S(=O)(=O)N2CCC[C@H]2C(=O)Nc2ccccc2C)cc1	2	/	-5	/	-23	/	-2	/	/

The list continues:
SMILES	IDE inh	pCIP destab	GalR3 antag	UBC9 SUMO inh	CRFR2-BP antag	HCV NS3 hel inh	IDE act	VIM-2 inh	IMP-1 inh
O=C1NC(=O)/C(=C/c2cccc(O)c2)N1	0	-4	-7	24	1	8	1	0.8	-0.3
CSCC(C)N1CCC(CO)(CCc2ccccc2)CC1 (centres undefined)	0	-7	2	11	46	7	-3	-0.8	-3.6
CCOc1ccc(C2C3=C(CCCC3=O)OC(N)=C2[N+](=O)[O-])cc1 (centres undefined)	-4	-4	-5	8	-2	0	-1	-1.4	-1.3
FC(F)(F)c1cccc(CON=C2CCN(c3ncc(C(F)(F)F)cc3Cl)CC2)c1	2	-1	-4	8	-7	6	5	-3.1	-1.2
Cc1onc(-c2c(F)cccc2Cl)c1C(=O)N(C)CC(=O)Nc1cccc(F)c1	-5	/	-6	/	5	/	6	/	/
COCCNC(=O)COC(=O)c1nsc(Cl)c1Cl	-1	-9	-2	-18	-2	-1	-4	-0.3	-6.4
CCOC(=O)c1ccc(S(=O)(=O)NNC(=O)c2cccc(N(C)C)c2)cc1	4	-8	5	20	-2	2	7	-3.6	-4.9
Cc1cccc(NC(=O)CSCC(=O)Nc2ccc(S(=O)(=O)N3CCOCC3)cc2)c1	0	/	4	/	4	/	0	/	/
Cn1c(NCc2cccc(Br)c2)nc2ccccc21	6	-4	-5	14	-5	-11	1	0.8	-4.9
COCCCn1c(Cc2csc(Nc3cccc(Cl)c3)n2)nnc1SCC(=O)OC	6	6	-2	0	8	18	4	-3.1	-1.6
NC(=O)c1ccccc1OCCOc1ccc(Br)cc1	5	-4	-9	-11	-3	3	-4	-0.2	-3.8
O=C(CN(c1ccc(F)cc1)S(=O)(=O)c1ccccc1)NC1CCCCCC1	-1	1	-4	14	7	-12	-2	1.0	-1.0
CNC(=O)c1cn(-c2ccc(Cl)cc2)c(=O)c2ccccc12	5	5	-4	0	1	3	-4	-1.3	-3.0
COc1ccc(OCCSc2nnc(C(C)NC(=O)c3ccccc3F)n2C)cc1 (centres undefined)	8	6	-5	5	7	8	6	-2.4	-1.7
O=CN1CCN(C(=O)c2cccc([N+](=O)[O-])c2)CC1	3	-4	-10	1	-3	14	0	1.3	-2.8
CCCCC(=O)Nc1ccc(NC(=O)CC)cc1OC	6	2	-1	-5	-2	-2	1	-1.3	-1.9
COc1c(N2CCN(C(=S)Nc3ccccc3)C(C)C2)c(F)cc2c(=O)c(C(=O)O)cn(C3CC3)c12 (centres undefined)	/	4	/	30	/	-2	/	-5.5	-1.9
COc1ccc2[nH]c(=O)c(CN(CC3CCCO3)C(=S)Nc3ccc(C)cc3)cc2c1 (centres undefined)	-5	-8	-5	-5	-12	7	3	-2.5	-2.4
O=C(Nc1nnc(S(=O)(=O)N2CCCCCC2)s1)c1ccccc1Br	-3	-4	1	20	34	0	-1	0.4	-1.8
CN(CC(=O)Nc1cccc(F)c1)C(=O)c1ccc(NC2CC2)c([N+](=O)[O-])c1	5	/	1	/	0	/	7	/	/
O=C(c1cc2ccccc2oc1=O)N1CCN(Cc2ccc3c(c2)OCO3)CC1	1	-1	3	20	12	-3	1	-3.2	-1.7
